High-throughput results (PubChem BioAssay)
Vif-APOBEC3F blk: blocks the Vif interaction with APOBEC3F. Potency, µM (doses to about 46.1 µM), inactives show at the top dose activity, negative = active. AID 602313. HeLa A3F-eYFP + Vif (tagged APOBEC3F with the HIV-1 protein that degrades it), YFP fluorescence increase. 390,000 tested, 0.2% active; further: potency means the concentration at half of the fitted maximal effect; % of control where 0% means no effect; nearly all actives have a fitted effect of over 65% in size
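HeLa cells stably expressing Vif plus C-terminally eYFP-tagged A3F were seeded, incubated overnight at 37 deg C, dosed with compound, incubated overnight again at 37 deg C. Yellow fluorescence (Ex 488/Em 500-530) reported blocked Vif-mediated A3F-eYFP degradation.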
LDHA inh: blocks human lactate dehydrogenase A; P00338; purified LDHA, NADH/diaphorase-resazurin fluorescence; stronger effect = lower value; activity change, % (values are at about 110 or 230 µM); 480,000 tested, 0.15% active; in the data active means activity change below about -30%; inconclusive means mostly about -25% to -30%;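 further: plate controls were DMSO wells for no effect and wells without enzyme for full effect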
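Human LDH5 (2 nM) was incubated with 0.06 mM NADH and 0.2 mM pyruvate for 5 min at room temperature in Tris pH 7.4. Remaining NADH was coupled through diaphorase/resazurin, and resorufin fluorescence was read at 0 and 20 min.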
Vif-A3G inh: inhibitors of Vif-APOBEC3G interaction | AID 602310 | Q9HC16 | HeLa A3G-eYFP + Vif (tagged APOBEC3G with the HIV-1 protein that degrades it), YFP fluorescence, overnight | 410,000 tested, 0.076% active | Potency, µM (titrated, usually from 46.1 µM), for inactives: at the top dose activity, negative = active, hits mostly inhibitors;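 further: potency means the concentration at half of the fitted maximal effect; on the % scale 0 is the no-effect control and ±100 the full control effect; nearly all actives have a fitted effect of over 60% in size; hits raise eYFP signal because A3G escapes Vif-driven loss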
Target sequence (Q9HC16 whole entry, looked up): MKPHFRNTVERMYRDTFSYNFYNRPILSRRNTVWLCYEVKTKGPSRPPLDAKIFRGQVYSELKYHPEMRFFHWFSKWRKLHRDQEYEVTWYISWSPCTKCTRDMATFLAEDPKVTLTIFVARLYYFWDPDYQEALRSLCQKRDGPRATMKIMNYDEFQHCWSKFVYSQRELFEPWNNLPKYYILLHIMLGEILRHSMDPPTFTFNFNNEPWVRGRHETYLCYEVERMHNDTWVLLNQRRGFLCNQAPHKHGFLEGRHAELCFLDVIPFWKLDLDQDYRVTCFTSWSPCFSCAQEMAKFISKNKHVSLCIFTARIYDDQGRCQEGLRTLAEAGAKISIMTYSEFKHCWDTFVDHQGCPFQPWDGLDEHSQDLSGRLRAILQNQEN
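HeLa cells stably expressing Vif and C-terminally eYFP-tagged A3G, seeded overnight at 37 deg C, then exposed to compound by pintool overnight at 37 deg C. Rise in yellow fluorescence (Ex 488/Em 500-530, Acumen) marks blocked Vif-driven A3G degradation.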
mIDH1 inhibitor: human IDH1 R132H inhibition | O75874 | IDH1-R132H enzyme, NADPH consumption, diaphorase/resazurin fluorescence | 390,000 tested, 0.093% active | Potency, µM (highest dose often 76.6 µM), for the others: at the top dose activity change, negative = inhibition, most hits filed as inhibitors; further: potency means the concentration at half of the fitted maximal effect; on the % scale 0 is the no-effect control and ±100 the full control effect; nearly all actives have a fitted effect of over 65% in size
Target sequence (O75874 whole entry R132H, stated change not applied): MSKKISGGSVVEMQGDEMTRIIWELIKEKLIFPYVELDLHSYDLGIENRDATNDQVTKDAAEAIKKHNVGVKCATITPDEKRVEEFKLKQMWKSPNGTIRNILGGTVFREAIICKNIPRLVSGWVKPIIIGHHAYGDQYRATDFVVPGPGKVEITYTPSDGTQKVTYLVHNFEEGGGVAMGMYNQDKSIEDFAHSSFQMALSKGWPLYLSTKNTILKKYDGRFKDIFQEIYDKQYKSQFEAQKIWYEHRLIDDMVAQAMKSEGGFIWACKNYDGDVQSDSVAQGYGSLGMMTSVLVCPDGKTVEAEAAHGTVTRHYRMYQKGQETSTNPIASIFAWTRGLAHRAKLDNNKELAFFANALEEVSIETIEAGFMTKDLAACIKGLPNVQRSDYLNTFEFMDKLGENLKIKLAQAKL
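IDH1-R132H (0.5 ug/mL) preincubated 30 min with compound, then NADPH (0.016 mM) and alpha-KG (2 mM) added; 80 min at RT, pH 7.5. Remaining NADPH coupled via diaphorase/resazurin to fluorescence (540/590 nm); concentration-response curves normalized to no-enzyme control.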
USP1-UAF1 inh: USP1/UAF1 (human) deubiquitinase inhibition; AID 743255; recombinant USP1/UAF1, Ub-Rhodamine cleavage fluorescence; Potency, µM (doses to about 57.1 µM), for the others: at the highest dose activity change, negative = inhibition, hits mostly inhibitors; 390,000 tested, 0.23% active; further: potency means the concentration at half of the fitted maximal effect; on the % scale 0 is the no-effect control and ±100 the full control effect; nearly all actives have a fitted effect of over 60% in size; inactives centre near -12
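USP1/UAF1 complex (1 nM) preincubated 15 min at room temperature with compound, then Ub-Rho substrate (150 nM final) added. Kinetic fluorescence at 480/540 nm over 6 reads at 60 s intervals; 50 mM HEPES pH 7.8, 0.5 mM EDTA, 0.1 mg/ml BSA, 1 mM TCEP, 0.01% Tween-20.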
rTrxR1 inhibitor: inhibitors of rat thioredoxin reductase 1; Potency, µM (highest dose often 114 µM), for inactives: at the highest dose activity change, negative = inhibition, most hits filed as inhibitors; 390,000 tested, 1% active; O89049; AID 588453; recombinant rTrxR1, NADPH fluorescence consumption, selenite substrate; further: potency means the concentration at half of the fitted maximal effect; on the % scale 0 is the no-effect control and ±100 the full control effect; nearly all actives have a fitted effect of over 65% in size
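Rat TrxR1 (90 nM in the dispensed reagent) was pre-reduced with 400 uM NADPH for 5 min at room temperature, then incubated with compound for 15 min. After 400 uM selenite was added, NADPH fluorescence (Ex 340/Em 450 nm) was followed for 8 min.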
GRP78 ERSR act: ER stress response induction in glioma; U87-MG GRP78 promoter luciferase reporter, 16 h; Potency, µM, without a hit: at the highest dose activation, usual class: activators; 420,000 tested, 0.02% active; further: potency means the concentration at half of the fitted maximal effect; series mostly up to about 76 µM; % of control where 0% means no effect; nearly all actives have a fitted effect of over 35% in size
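ERSR induction read as luciferase luminescence (Bright-Glo, 10 min at room temperature) in stably transfected human U87-MG glioma cells exposed to compounds for 16 h, using GRP78 as sensor.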
TrxR1 substrate: rat thioredoxin reductase 1 substrate activity. Potency, µM (highest dose often 114 µM), for inactives: at the highest dose activity change, negative = substrate turnover. purified TrxR1 substrate turnover, NADPH consumption readout. AID 588456. O89049. 390,000 tested, 0.01% active; further: potency means the concentration at half of the fitted maximal effect; on the % scale 0 is the no-effect control and ±100 the full control effect; nearly all actives have a fitted effect of over 50% in size
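Rat TrxR1, dispensed at 90 nM, was prereduced with 400 uM NADPH (final) for 5 min at ~22 deg C, then incubated with compound 15 min before 400 uM selenite. A first-read NADPH fluorescence drop versus no-compound background flagged substrates.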
RGS4 inhibitor: blocks human RGS4-accelerated GTP hydrolysis; P49798; Transcreener GDP fluorescence polarization, RGS4-accelerated GTP hydrolysis; Potency, µM (top dose mostly 114 µM), without a hit: top-dose activity change, negative = inhibition, hits mostly inhibitors; 390,000 tested, 0.039% active; AID 504845; further: potency means the concentration at half of the fitted maximal effect; on the % scale 0 is the no-effect control and ±100 the full control effect; nearly all actives have a fitted effect of over 75% in size; some results filed as inactive show a strong effect at the top dose
Target sequence (P49798 whole entry, looked up): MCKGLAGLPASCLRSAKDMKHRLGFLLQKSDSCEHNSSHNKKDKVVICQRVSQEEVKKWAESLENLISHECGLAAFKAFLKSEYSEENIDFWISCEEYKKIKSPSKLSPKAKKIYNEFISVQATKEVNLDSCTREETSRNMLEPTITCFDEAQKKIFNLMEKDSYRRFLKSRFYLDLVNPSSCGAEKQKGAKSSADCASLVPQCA
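MLSMR compounds (23 nl, pin-transferred) preincubated 10 min at room temperature with a 500nM (2x) first reagent, then RGS4 at 900nM (2x) plus Transcreener GDP mix added; fluorescence polarization (620/688 nm) read before and after 90 min at 30 °C.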
* = called active by the depositor; u = inconclusive; x = no result given; & = joins results of further samples; [ ] = another dose, or the depositor's remark. Unless noted, the call rests on the fitted dose curve; in most records, active means well fitted curve in the direction sought with a large enough effect; inconclusive means small, poorly fitted or top-dose-only effect, or another doubt; inactive means no such curve, though single readings can be large; an effect the other way counts as inactive or inconclusive. These rows are one share of the data; the hit share may differ from the screen's.

| Compound | rTrxR1 inhibitor | Vif-A3G inh | RGS4 inhibitor | Vif-APOBEC3F blk | TrxR1 substrate | LDHA inh | GRP78 ERSR act | USP1-UAF1 inh | mIDH1 inhibitor |
| --- | --- | --- | --- | --- | --- | --- | --- | --- | --- |
| COc1ccc(S(N)(=O)=O)cc1C(=O)OCC(=O)Nc1sccc1C#N | 5% | -1% | 6% | u | -2% | -11 | -2% | -18% | -2% |
| CN(Cc1cccc([N+](=O)[O-])c1)Cc1cccc2ccccc12 | 24% | 2% | 36% | 10% | -3% | 0 | -1% | -5% | 1% |
| CCN1C(=O)N[C@@H](c2ccco2)C(C(C)=O)=C1C | 23% | -1% | -12% | 2% | 5% | -4 | -3% | -24% | 8% |
| CCN(CC(=O)NC1CCS(=O)(=O)C1)c1ccc([N+](=O)[O-])cc1C#N (stereo unspecified) | -25% | -3% | 10% | -3% | -21% | 4 | 2% | -1% | -11% |
| Cc1ccccc1-c1nc(CS(=O)CC(=O)NC2CCCC2)c(C)o1 (stereo unspecified) | 26% | -2% | 27% | 5% | 3% | -3 | -5% | -14% | -2% |
| CCc1cccc(N2C(=O)CS(=O)(=O)C23C(=O)N(Cc2ccc(F)cc2)c2ccc(C)cc23)c1 (stereo unspecified) | 24% | 3% | -30% | 6% | 0% | 0 | -1% | -28% | 7% |
| COC(=O)c1cc(NC(=O)[C@H](CCS(C)(=O)=O)N2Cc3ccccc3C2=O)cc(C(=O)OC)c1 | -24% | 2% | -3% | -2% | -6% | -5 | -3% | -5% | 29% |
| Cn1c(=O)c2c(nc(NCc3ccco3)n2CCc2ccccc2)n(C)c1=O | -6% | -3% | 1% | -2% | 6% | 0 | 0% | u | 1% |
| O=C(Cn1cnc2ccccc21)N/N=C/c1ccccn1 | 17%[57.1 µM] | 0% | 9% | -10% | 11%[57.1 µM] | -4 | -4% | 7% | 8% |
| Cc1cc(C)n2nc(SCC(=O)Nc3ccc(O)cc3)nc2n1 | 14%[57.1 µM] | 4%&-4% | 18%&3% | -3%&5% | 6%[57.1 µM] | -9&3 | -3%&-4% | -7%&-21% | 0%&2% |
| CCN(CC)CCN(Cc1cc2cc3c(cc2[nH]c1=O)OCCO3)C(=S)NCCCOC | 6%[57.1 µM] | -5% | -28% | 2% | 26%[57.1 µM] | -3 | -3% | -22% | 0% |
| CCC[N+]1(CC#CC2(O)CCCCC2)CCOCC1 | 1% | -1% | -38% | -3% | -1% | -8 | -2% | -18% | 10% |
| COC(=O)c1c(NC(=O)COC(=O)CCc2ccc(S(=O)(=O)N3CCOCC3)cc2)sc2c1CCC2 | -8% | -2% | 12% | -30% | 1% | -3 | -6% | -8% | 5% |
| O=c1[nH]c(-c2ccccc2)c(-c2ccccc2)[nH]1 | 6% | 0% | 28% | x | 249%[activator] | -1 | -5% | -20% | 3% |
| C/C(=N\NC1=NCCN1)c1ccc(Cl)cc1 | 20%[57.1 µM] | 1% | 0% | 3% | 6% | -8 | -4% | u | -1% |
| O=C(NCCCN1CCOCC1)c1ccc(N2CCCC2)c([N+](=O)[O-])c1 | 4% | -3% | 3% | 0% | 1% | -8 | -3% | 1% | -7% |
| Cc1cc(C)n2nc(C(=O)OC(C)C(=O)c3ccccc3)nc2n1 (stereo unspecified) | 8% | -2% | 12% | 1% | 0% | -13 | -2% | -2% | -2% |
| Cn1cc(CN2CCCC(C(=O)c3cccs3)C2)c(-c2cccc(Cl)c2)n1 (stereo unspecified) | 29% | -16% | 5% | -18% | 7% | 2 | -1% | -31% | -3% |
| CC1CCCCC1NC(=O)Cn1[nH]c(=O)c2ccccc2c1=O (stereo unspecified) | -10% | 1% | 6% | -5% | -4% | -3 | -7% | 6% | 2% |
| CCOc1ccccc1CNS(=O)(=O)c1ccc2c(c1)CCCN2C(C)=O | 17%[57.1 µM] | 0% | -12% | -7% | 1%[57.1 µM] | 3 | -1% | -22% | 7% |
| O=C(NCc1cccc(Cl)c1)C1CCC(=O)N(C2CC2)C1 (stereo unspecified) | 3% | 5% | 13% | 0% | -2% | -6 | 13% | -3% | -9% |
| COc1ccc(CCC(=O)N2CCCC(Nc3ccccc3)C2)cc1OC (stereo unspecified) | 7% | 1% | -1% | 5% | -1% | 0 | -3% | -19% | 3% |
| Cc1ccc(CCN2C(=O)CCC2(C)C(=O)NC2CCCC2)cc1 (stereo unspecified) | -26% | 1% | 10% | -4% | -13% | -8 | -1% | -1% | 3% |
| COc1ccc(S(=O)(=O)NCC2CCCN(Cc3ccccc3Cl)C2)cc1 (stereo unspecified) | 12% | 3% | 25% | -2% | -7% | -6 | -8% | -11% | 0% |
| COc1cccc2cc(C(=O)OC(C)C(=O)c3ccc(C)cc3)c(=O)oc12 (stereo unspecified) | 1% | 0% | 5% | -4% | -3% | -4 | -2% | -22% | 13% |
| Cc1coc2cc3oc(=O)c(CC(=O)N[C@@H](CC(C)C)C(=O)O)c(C)c3cc12 | 4%[57.1 µM] | -1% | 7% | -6% | 10%[57.1 µM] | -2 | -6% | -10% | -2% |
| CC1=CC(=O)[C@H]2C(C)(C)CCC[C@]2(C)[C@@]1(O)CO | -9% | 4% | 9% | 2% | 1% | -8 | -2% | 14% | 0% |
| Cc1ccc(S(=O)(=O)N2CCCCC2)cc1C(=O)NCCC1=CCCCC1 | 7% | -1% | -14% | -5% | -1% | -1 | -3% | -23% | 1% |
| CC[C@@]12C(=O)N(c3ccc(C)cc3)C(=O)N1[C@H](c1ccc(Br)cc1)[C@@H]1C(=O)N(C(C)(C)C)C(=O)[C@@H]12 | 4%[57.1 µM] | -6% | -10% | 5% | -9%[57.1 µM] | -2 | -2% | -18% | 11% |
| COc1cc(C(=O)NCC(=O)N/N=C/c2ccc(OC(=O)c3ccco3)cc2)cc(OC)c1OC | 21%[57.1 µM] | 1% | -16% | 8% | -4%[57.1 µM] | -3 | 1% | -12% | -5% |
| O=C(CN1CC(=O)Nc2ccccc21)NCCc1ccc(Cl)cc1Cl | 29%[57.1 µM] | -8% | -7% | 3% | 10%[57.1 µM] | -1 | -5% | -15% | 4% |
| O=C(NCCC(=O)N1CCC2(CC1)NCCc1[nH]cnc12)c1ccc(F)c(F)c1 | 35% | -1% | -5% | -4% | 1% | -6 | -4% | -6% | 4% |
| COc1cccc(CC2(CO)CCCN(Cc3ccc(OC(F)F)cc3)C2)c1 (stereo unspecified) | 2% | -2% | 12% | 0% | 0% | 2 | -4% | -1% | 7% |
| COc1ccc(-c2cc3nc(C)cc(C)n3n2)cc1 | 15% | 0% | 5% | -5% | 32%[activator] | 0 | -5% | -14% | 16% |
| COc1ccccc1N1CC(C)(C)C(=O)N(C(=O)c2c(F)cccc2Cl)C1=S | 18% | 8% | 0% | 14% | -5% | -2 | -5% | -11% | 0% |
| COc1cccc(NC(=O)CN(c2cccc(F)c2)S(C)(=O)=O)c1 | 25% | 0% | 4% | -1% | 9% | -12 | -1% | -5% | 1% |
| COc1ccc(-c2noc(N3CCC(C(=O)NCc4ccccc4Cl)CC3)n2)cc1 | 9%[57.1 µM] | 6% | 12% | -5% | -4%[57.1 µM] | -5 | -2% | u | -8% |
| Cc1oc2ncn(CC(C)C)c(=O)c2c1C(=O)NCc1cccc(Cl)c1 | 2% | -8% | -10% | -8% | 0% | -4 | -3% | -26% | -15% |

Structural class, the entries above containing a furan ring, fused or not (five)
| Compound | rTrxR1 inhibitor | Vif-A3G inh | RGS4 inhibitor | Vif-APOBEC3F blk | TrxR1 substrate | LDHA inh | GRP78 ERSR act | USP1-UAF1 inh | mIDH1 inhibitor |
| --- | --- | --- | --- | --- | --- | --- | --- | --- | --- |
| CCN1C(=O)N[C@@H](c2ccco2)C(C(C)=O)=C1C | 23% | -1% | -12% | 2% | 5% | -4 | -3% | -24% | 8% |
| Cn1c(=O)c2c(nc(NCc3ccco3)n2CCc2ccccc2)n(C)c1=O | -6% | -3% | 1% | -2% | 6% | 0 | 0% | u | 1% |
| Cc1coc2cc3oc(=O)c(CC(=O)N[C@@H](CC(C)C)C(=O)O)c(C)c3cc12 | 4%[57.1 µM] | -1% | 7% | -6% | 10%[57.1 µM] | -2 | -6% | -10% | -2% |
| COc1cc(C(=O)NCC(=O)N/N=C/c2ccc(OC(=O)c3ccco3)cc2)cc(OC)c1OC | 21%[57.1 µM] | 1% | -16% | 8% | -4%[57.1 µM] | -3 | 1% | -12% | -5% |
| Cc1oc2ncn(CC(C)C)c(=O)c2c1C(=O)NCc1cccc(Cl)c1 | 2% | -8% | -10% | -8% | 0% | -4 | -3% | -26% | -15% |
